Screening data (PubChem BioAssay)
Lamin A splicing: qHTS Assay for Modulators of Lamin A Splicing | 0.01% of 200,000 active | Potency, µM (series often up to 46.1 µM), without a hit: at the top dose ratio change, negative = inhibition, usual class: inhibitors | AID 1487, 2009 | HeLa LMNA splicing GFP/RFP minigene ratio, 48 h; active = well fitted inhibition curve with a large enough effect in the signal ratio, with a control signal flat, not every such curve was filed as active; inconclusive = small, poorly fitted or top-dose-only effect, or effect the other way, or a change in a side signal; the % refers to the signal ratio; note: potency is the fitted concentration of half-maximal effect; % is set by controls: 0 for no effect and ±100 for the full control effect
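S3 HeLa cells stably expressing lamin A-EGFP splicing minigene plus DsRed2, 600 cells/well, 48 h compound exposure at 37C. Laser-scanning cytometry; analysed as GFP (500-530 nm)/RFP (575-640 nm) total intensity ratio; 0.5% DMSO vehicle.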
Luc counter: Counterscreen for Luciferase (Kinase-Glo TM) Inhibition | Luciferin 4-monooxygenase (Photuris pensylvanica), Q27757 | Kinase-Glo luciferase, ATP luminescence, 8 min | Potency, µM (doses to about 38.3 µM), without a hit: at the highest dose activity change, negative = inhibition, hits mostly inhibitors | 0.28% of 200,000 active | AID 1379, 2008; note: potency is the fitted concentration of half-maximal effect; % is set by controls: 0 for no effect and ±100 for the full control effect; nearly all actives have a fitted effect of over 60% in size
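Compounds were added to a substrate mix at pH 7.2 (50 mM imidazole, 10 uM ATP, within the enzyme's linear range), followed by Kinase-Glo detection reagent; luminescence was measured after 8 minutes at ambient temperature.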
NPSR antag: qHTS Assay for Antagonists of the Neuropeptide S Receptor: cAMP Signal Transduction; CHO-NPSR cells, cAMP TR-FRET, antagonist mode; 1% of 220,000 active; Q6W5P4; Potency, µM (highest dose often 38.3 µM), without a hit: at the top dose activity change, negative = inhibition, most hits filed as inhibitors; note: potency is the fitted concentration of half-maximal effect; % is set by controls: 0 for no effect and ±100 for the full control effect; nearly all actives have a fitted effect of over 50% in size; many of its hits are not listed in these tables
Target sequence (Q6W5P4 whole entry, looked up): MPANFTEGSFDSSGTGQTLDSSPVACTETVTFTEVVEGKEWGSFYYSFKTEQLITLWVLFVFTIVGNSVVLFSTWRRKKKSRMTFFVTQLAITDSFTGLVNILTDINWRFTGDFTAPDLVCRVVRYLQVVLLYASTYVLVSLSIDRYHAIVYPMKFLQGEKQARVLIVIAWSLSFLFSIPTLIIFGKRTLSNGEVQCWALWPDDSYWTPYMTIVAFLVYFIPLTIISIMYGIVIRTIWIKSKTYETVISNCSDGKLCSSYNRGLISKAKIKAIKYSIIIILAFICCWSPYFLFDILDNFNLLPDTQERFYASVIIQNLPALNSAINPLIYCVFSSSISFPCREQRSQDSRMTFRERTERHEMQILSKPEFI
IMPase Li cell: qHTS Assay for Identifying the Cell-Membrane Permeable IMPase Inhibitors: Potentiation with Lithium; CHO-M1 cells, IP1 TR-FRET (IP-One), carbachol + lithium; Potency, µM (titrated, usually from 59.4 µM), for the others: at the highest dose activity, negative = IMPase inhibition, most hits filed as inhibitors; 0.35% of 210,000 active; AID 1457, 2008;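 note: IP1 builds up when IMPase is blocked and the TR-FRET signal falls; potency is the fitted concentration of half-maximal effect; plate controls were basal vehicle for no effect and high inhibitor control for full effect; nearly all actives have a fitted effect of over 50% in size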
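CHO cells stably expressing M1 receptor (2000/well, cultured 16–30 h) treated 30 min at 37C with compound plus low lithium. Cytosolic IP1 by TR-FRET (665/620 ratio and 620 channel) after 10 min lysis; AC50 by Hill fit.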
Epigenetic reg: Quantitative High-Throughput Screen for Regulators of Epigenetic Control | AID 1865, 2009 | 0.2% of 280,000 active | murine LDR cells, GFP reporter derepression, 30 h | Potency, µM (top dose mostly 53.9 µM), without a hit: at the top dose GFP activation, most hits filed as activators; note: potency is the fitted concentration of half-maximal effect; % of control where 0% means no effect; nearly all actives have a fitted effect of over 60% in size
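Derepression of a silenced CMV-GFP reporter in murine LDR cells is scored by enumerating GFP-positive cells with a laser-scanning microplate cytometer after 30 hours of treatment at 37 C.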
CBFb RUNX1 block: qHTS Assay for Compounds Blocking the Interaction Between CBF-beta and RUNX1 for the Treatment of Acute Myeloid Leukemia. Potency, µM (doses to about 59.8 µM), for the others: at the top dose activity, negative = inhibition, usual class: inhibitors. Runt-related transcription factor 1 (Homo sapiens) + Core-binding factor subunit beta …. AlphaScreen CBFb-His/RUNX1-biotin binding, biochemical. 230,000 tested, under 10 active; note: % of control where 0% means no effect
Target sequence (Q01196 whole entry, looked up): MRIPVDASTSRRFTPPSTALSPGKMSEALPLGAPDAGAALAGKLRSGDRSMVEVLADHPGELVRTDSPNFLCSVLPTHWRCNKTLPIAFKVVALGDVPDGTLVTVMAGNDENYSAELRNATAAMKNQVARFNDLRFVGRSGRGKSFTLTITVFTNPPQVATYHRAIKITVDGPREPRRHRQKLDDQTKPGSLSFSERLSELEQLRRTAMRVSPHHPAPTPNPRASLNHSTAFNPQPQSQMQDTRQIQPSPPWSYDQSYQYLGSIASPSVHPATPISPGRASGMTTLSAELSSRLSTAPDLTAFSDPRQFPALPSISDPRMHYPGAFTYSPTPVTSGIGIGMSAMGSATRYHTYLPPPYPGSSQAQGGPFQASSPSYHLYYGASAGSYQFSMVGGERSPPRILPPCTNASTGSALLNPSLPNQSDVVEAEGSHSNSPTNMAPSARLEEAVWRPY
Target sequence (Q13951 whole entry, looked up): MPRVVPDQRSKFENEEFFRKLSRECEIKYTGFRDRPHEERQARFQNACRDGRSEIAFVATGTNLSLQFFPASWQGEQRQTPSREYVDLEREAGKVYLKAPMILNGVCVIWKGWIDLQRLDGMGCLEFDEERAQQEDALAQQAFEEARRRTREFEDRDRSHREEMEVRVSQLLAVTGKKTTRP
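CBF-beta (His) and RUNX1 (biotin), 30 nM each; 20 min preassociation; + compound, 15 min; + beads 50 ng each (Ni, streptavidin), 90 min; RT; AlphaScreen read.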
HttQ103 aggreg: qHTS Multiplex Assay to Identify Dual Action Probes in a Cell Model of Huntington: Aggregate Formation (GFP); Potency, µM (top dose mostly 46.1 µM), for the others: at the top dose activity change, negative = inhibition, usual class: inhibitors; PC12 HttQ103-GFP aggregates, Acumen cytometry, 40 h; 1.1% of 220,000 active; note: potency is the fitted concentration of half-maximal effect; % is set by controls: 0 for no effect and ±100 for the full control effect; nearly all actives have a fitted effect of over 60% in size
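Multiplexed with ATP-based cell death, this channel scores GFP aggregates in PC12 cells expressing inducible HTTex1-Q103-GFP. Induction used 100 nM tebufenozide; compounds were tested in concentration series.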
* hit, by the source's call; [ ] = another dose, or the depositor's remark. Unless noted, calls come from the whole dose curve; as a rule, active = well fitted curve in the direction sought with a large enough effect; inconclusive = small, poorly fitted or top-dose-only effect, or another doubt; inactive = no such curve, though single readings can be large; an effect the other way counts as inactive or inconclusive. The list is partial (hit frequency here may not be typical).

Cc1ccc(NC(=O)CN(C)S(=O)(=O)c2cnc[nH]2)cc1C was read as Lamin A splicing 4%, Luc counter -4%, NPSR antag 12%[46.1 µM], IMPase Li cell -1%[38.3 µM], Epigenetic reg -0.6%, CBFb RUNX1 block 1% and HttQ103 aggreg 21%.
For Cc1cc(C)cc(NC(=O)CSc2nc3[nH]ncc3c(=O)[nH]2)c1 the results were Lamin A splicing inconclusive, Luc counter -3%, NPSR antag 10%, IMPase Li cell -4%, Epigenetic reg -3.0%, CBFb RUNX1 block 5% and HttQ103 aggreg 32%.
CC(=O)c1c(C)[nH]c(C(=O)OCc2ccccc2)c1C was read as Lamin A splicing inconclusive, Luc counter -3%, NPSR antag 15%, IMPase Li cell 3%, Epigenetic reg 1.1%, CBFb RUNX1 block 8% and HttQ103 aggreg -11%.
Screening COc1ccc(N(C(=O)c2ccccc2C)S(=O)(=O)c2cccs2)cc1 returned Lamin A splicing 10%, Luc counter 1%, NPSR antag -10%, IMPase Li cell 7%, Epigenetic reg -0.9%, CBFb RUNX1 block 2% and HttQ103 aggreg 13%.
Screening COC(=O)Cc1[nH]nc2c1C(C1C=CCCC1)C(C#N)=C(N)O2 (stereo not drawn) returned Lamin A splicing inconclusive, Luc counter 2%, NPSR antag -9%[46.1 µM], IMPase Li cell -11%[38.3 µM], Epigenetic reg -4.8%, CBFb RUNX1 block 6% and HttQ103 aggreg -4%.
For C=CCn1c(SCC(=O)Nc2ccc3c(c2)OCO3)nnc1-c1ccccc1O the results were Lamin A splicing 4%, Luc counter 1%, NPSR antag -10%[46.1 µM], IMPase Li cell 21%[38.3 µM], Epigenetic reg -2.0%, CBFb RUNX1 block 11% and HttQ103 aggreg inconclusive.
For CCC(=O)N(CCC1(c2ccccc2OC)CCOC(C(C)C)C1)Cc1ccco1 (stereo not drawn) the results were NPSR antag inconclusive, Epigenetic reg -1.3%, CBFb RUNX1 block 3% and HttQ103 aggreg 15%[9.22 µM].
For O=C(Nc1c(C(=O)O)[nH]c2ccccc12)NC1CCCCC1 the results were Lamin A splicing inconclusive, Luc counter -7%, NPSR antag inconclusive, IMPase Li cell -12%[38.3 µM], Epigenetic reg -4.0%, CBFb RUNX1 block -7% and HttQ103 aggreg 8%.
For Clc1ccccc1Cc1noc(CN2CCSCC2)n1 the results were Luc counter -3%, NPSR antag 0%, IMPase Li cell 12%, Epigenetic reg -1.2%, CBFb RUNX1 block -1% and HttQ103 aggreg 15%[9.22 µM].
`CCCC(=O)Nc1ccccc1Sc1ncnc2scc(-c3ccccc3)c12` gave Lamin A splicing inconclusive, Luc counter 0%, NPSR antag -31%, IMPase Li cell 11%, Epigenetic reg -1.3%, CBFb RUNX1 block -4% and HttQ103 aggreg -2%.
Screening O=C(c1cc2ccccc2[nH]1)N1CCOCC1 returned Lamin A splicing 1%, Luc counter -6%, NPSR antag 13%, IMPase Li cell -1%, Epigenetic reg 0.1%, CBFb RUNX1 block 9% and HttQ103 aggreg -15%.
CC1(C)CC(=O)C(N=Nc2ccc(-c3ccccc3)cc2)=C(O)C1 was read as Lamin A splicing -6%[46 µM], Luc counter -1%, NPSR antag 2%, IMPase Li cell 19%, Epigenetic reg inconclusive, CBFb RUNX1 block 0% and HttQ103 aggreg 13%.
`CSc1nnc2c(n1)OC(c1ccsc1)N(C(C)=O)c1ccccc1-2` (stereo not drawn) gave Lamin A splicing -10%, Luc counter 5%, NPSR antag -7%[46.1 µM], IMPase Li cell -14%, Epigenetic reg -0.9%, CBFb RUNX1 block 3% and HttQ103 aggreg 5%.
Screening Cc1ccc(C)c(NC(=O)CCN2CC(C)OC(C)C2)c1 (stereo not drawn) returned Lamin A splicing -1%, Luc counter -5%, NPSR antag -6%[46.1 µM], IMPase Li cell -16%[38.3 µM], Epigenetic reg 1.1%, CBFb RUNX1 block 3% and HttQ103 aggreg 14%.
`S=C(NCc1ccccc1)NN1CCOCC1` gave Lamin A splicing 5%[46 µM], Luc counter -1%, NPSR antag 18%, IMPase Li cell -3%, Epigenetic reg 0.9%, CBFb RUNX1 block 9% and HttQ103 aggreg 5%.
For COc1ccc(Br)c(-c2nc(CS(=O)(=O)c3ccc(F)cc3)no2)c1 the results were NPSR antag 24%, Epigenetic reg 1.2%, CBFb RUNX1 block -3% and HttQ103 aggreg 7%[9.22 µM].
Screening CCN(CC)S(=O)(=O)c1ccc(N2CCOCC2)c(NC(=O)C(C)(C)C)c1 returned NPSR antag -7%, Epigenetic reg 3.2%, CBFb RUNX1 block 4% and HttQ103 aggreg -27%[9.22 µM].
For CC1=C(C(=O)OCc2ccccc2)C(C2CC2)NC(=O)N1CCCCCC(=O)O (stereo not drawn) the results were Luc counter -2%, IMPase Li cell 8%, Epigenetic reg 0.7% and CBFb RUNX1 block 7%.
`Cc1cc(=O)n2[nH]c(N3C(=O)CCC3=O)nc2n1` gave Lamin A splicing -3%, Luc counter -8%, NPSR antag 1%[46.1 µM], IMPase Li cell -7%[38.3 µM], Epigenetic reg 0.9%, CBFb RUNX1 block 3% and HttQ103 aggreg 13%.
Screening Cc1nn(Cc2ccc([N+](=O)[O-])cc2)c(=O)n1-c1cccc(F)c1 returned Lamin A splicing -5%, Luc counter 1%, NPSR antag -14%[46.1 µM], IMPase Li cell -4%[38.3 µM], Epigenetic reg -2.1%, CBFb RUNX1 block -5% and HttQ103 aggreg 7%.
Screening COc1ccccc1N1CCN(CC(=O)Nc2ccc(-n3cnnn3)cc2)CC1 returned Lamin A splicing 6%[46 µM], Luc counter 0%, NPSR antag 4%, IMPase Li cell 1%, Epigenetic reg -1.1%, CBFb RUNX1 block 3% and HttQ103 aggreg 8%.
Cc1cc(C)c(S(=O)(=O)N2CCCOC2CNC(=O)C(=O)NCc2ccccn2)c(C)c1 (stereo not drawn) was read as Lamin A splicing -18%[46 µM], Luc counter 1%, NPSR antag 16%, IMPase Li cell -1%, Epigenetic reg -0.2%, CBFb RUNX1 block 5% and HttQ103 aggreg 13%.
For O=C(COC(=O)CNC(=O)c1ccccc1F)Nc1ccc2c(c1)OCCO2 the results were Lamin A splicing -13%, Luc counter 3%, NPSR antag 21%, IMPase Li cell -4%, Epigenetic reg -1.0%, CBFb RUNX1 block -3% and HttQ103 aggreg -19%.
For CN1C(=O)OC(C)(C)C1=O the results were Lamin A splicing inconclusive, Luc counter -6%[17.1 µM], IMPase Li cell 0%, Epigenetic reg 1.1%[16.9 µM], CBFb RUNX1 block -8%[21.7 µM] and HttQ103 aggreg 3%[20.6 µM].
`CCCCN(C(=O)c1cccc(S(=O)(=O)N2CCOCC2)c1)c1c(N)n(CCC)c(=O)[nH]c1=O` gave Lamin A splicing 10%[46 µM], Luc counter 3%, NPSR antag 5%, IMPase Li cell 2%, Epigenetic reg 1.1%, CBFb RUNX1 block 2% and HttQ103 aggreg 17%.
Screening N=C1C(c2ccccc2)=C(O)CN1c1cccc(S(=O)(=O)Nc2cccc(C(F)(F)F)c2)c1 returned Lamin A splicing -7%, Luc counter 0%, NPSR antag -14%, IMPase Li cell 7%, Epigenetic reg -1.1%, CBFb RUNX1 block -14% and HttQ103 aggreg 7%.
`COc1cccc(NS(=O)(=O)c2ccc(NC(C)=O)cc2)c1` gave Lamin A splicing -23%, Luc counter 4%, NPSR antag -2%[46.1 µM], IMPase Li cell 13%, Epigenetic reg -4.6%, CBFb RUNX1 block 10% and HttQ103 aggreg -20%.
Screening O=C(Oc1ccccc1)c1ccc2c(c1)C(=O)N(Cc1ccncc1)C2=O returned Lamin A splicing 5%[46 µM], NPSR antag -28%, Epigenetic reg 3.2%, CBFb RUNX1 block 2% and HttQ103 aggreg 18%[9.22 µM].
NC(N)=NCCC[C@H](NC(=O)OCc1ccccc1)C(=O)O was read as Lamin A splicing inconclusive, Luc counter 1%, NPSR antag 8%, IMPase Li cell -1%, Epigenetic reg -1.6%, CBFb RUNX1 block 13%[2.36 µM] and HttQ103 aggreg -6%.
Screening Cc1cccc(OCc2nnc(SCC(=O)O)n2Cc2ccccc2)c1 returned Lamin A splicing 25%[46 µM], Luc counter -1%, NPSR antag -18%, IMPase Li cell -4%, Epigenetic reg -1.1%, CBFb RUNX1 block -2% and HttQ103 aggreg -9%[9.22 µM].
Screening Cc1c(C)c2ccc(OS(C)(=O)=O)c(C)c2oc1=O returned Lamin A splicing -18%, Luc counter 0%, NPSR antag 10%, IMPase Li cell 0%, Epigenetic reg -3.0%, CBFb RUNX1 block 7% and HttQ103 aggreg -2%.
`O=Cc1ccc(Oc2cnccn2)cc1` gave Luc counter -3%, NPSR antag 12%, IMPase Li cell -12%, Epigenetic reg 0.9%, CBFb RUNX1 block 4% and HttQ103 aggreg 2%.
Screening OCCNCCSc1nc(C2CCCCC2)n(-c2ccccc2Cl)n1 returned NPSR antag -18%, Epigenetic reg 0.0%, CBFb RUNX1 block -1% and HttQ103 aggreg 10%[9.22 µM].
For Nc1ccc(C(=O)N2CCCC2)cc1 the results were Lamin A splicing 0%, Luc counter -1%, NPSR antag -6%[46.1 µM], IMPase Li cell 1%, Epigenetic reg 1.2%, CBFb RUNX1 block 14% and HttQ103 aggreg 4%.
O=C(NC(Cc1c[nH]c2ccccc12)C(=O)NCCCN1CCOCC1)c1cccs1 (stereo not drawn) was read as Lamin A splicing -8%[46 µM], Luc counter 6%, NPSR antag 13%, IMPase Li cell 0%, Epigenetic reg -1.5%, CBFb RUNX1 block 5% and HttQ103 aggreg 13%.

A draw from above in order of formula weight, low to high:
Screening COc1ccccc1N1CCN(CC(=O)Nc2ccc(-n3cnnn3)cc2)CC1 returned Lamin A splicing 6%[46 µM], Luc counter 0%, NPSR antag 4%, IMPase Li cell 1%, Epigenetic reg -1.1%, CBFb RUNX1 block 3% and HttQ103 aggreg 8%.
O=C(NC(Cc1c[nH]c2ccccc12)C(=O)NCCCN1CCOCC1)c1cccs1 (stereo not drawn) was read as Lamin A splicing -8%[46 µM], Luc counter 6%, NPSR antag 13%, IMPase Li cell 0%, Epigenetic reg -1.5%, CBFb RUNX1 block 5% and HttQ103 aggreg 13%.
Cc1cc(C)c(S(=O)(=O)N2CCCOC2CNC(=O)C(=O)NCc2ccccn2)c(C)c1 (stereo not drawn) was read as Lamin A splicing -18%[46 µM], Luc counter 1%, NPSR antag 16%, IMPase Li cell -1%, Epigenetic reg -0.2%, CBFb RUNX1 block 5% and HttQ103 aggreg 13%.
